High-throughput results deposited in PubChem BioAssay by several laboratories.
SR-BI DiI inh – inhibitors of SR-BI mediated HDL lipid uptake, primary screen, ldlA[mSR-BI] cells, fluorescence, single point; Scavenger receptor class B member 1 (Mus musculus), Q61009; ldlA[mSR-BI] CHO cells, DiI-HDL uptake fluorescence, 3 h; inhibition, % at 12.5 µM; hit rate 0.96% among 320,000; AID 488896, 2010;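 active means mean replicate inhibition of at least 70% and a set share of replicates each scoring 70 or more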;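 further: 0% = median of neutral control wells and 100% = median of positive control wells; values of inactives mirror those of a sister screen read the other way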
Target sequence (Q61009 whole entry, looked up): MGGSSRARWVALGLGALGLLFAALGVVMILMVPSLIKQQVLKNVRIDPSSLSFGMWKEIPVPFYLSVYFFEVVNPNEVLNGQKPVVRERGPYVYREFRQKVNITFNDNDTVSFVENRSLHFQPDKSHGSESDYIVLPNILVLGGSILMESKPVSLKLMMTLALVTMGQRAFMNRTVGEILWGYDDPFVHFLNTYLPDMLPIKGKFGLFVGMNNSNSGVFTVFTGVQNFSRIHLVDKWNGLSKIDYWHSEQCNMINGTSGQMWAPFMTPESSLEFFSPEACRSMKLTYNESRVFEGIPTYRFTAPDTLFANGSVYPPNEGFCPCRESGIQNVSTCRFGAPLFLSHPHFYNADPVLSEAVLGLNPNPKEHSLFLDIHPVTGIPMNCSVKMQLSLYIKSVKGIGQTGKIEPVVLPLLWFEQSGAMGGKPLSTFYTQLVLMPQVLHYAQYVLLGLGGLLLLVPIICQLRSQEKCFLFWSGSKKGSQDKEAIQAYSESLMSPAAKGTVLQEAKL
HTR5A inv ctr – HTR5A inverse agonists in luminescence cell assay, primary screen, counter-screen for OPRM1-OPRD1 heterodimer inverse agonist project, full-deck HTS. HTR5A cell line, inverse agonism. inhibition, % at 9.3 µM. hit rate 0.083% among 340,000. AID 504634, 2011; in the data active means inhibition mostly above about 23%, no sharp cut-off; inactive means mostly below about 18%;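 further: 0% = cells with DMSO and 100% = no-cell wells with DMSO; some compounds called inactive have numbers as strong as hits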
HTR5A ag – HTR5A agonists in luminescence cell assay, primary screen, counter-screen for OPRM1-OPRD1 heterodimer agonist project, full-deck HTS; AID 504692, 2011; hit rate 0.61% among 340,000; cell-based; activation, % at 9.3 µM; in the data active means activation mostly above about 9.5%, no sharp cut-off; inactive means mostly below about 7.6%;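 further: 0% = cells with vehicle only and 100% = reference agonist; strong numbers were not always called active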
PvdQ acylase – P. aeruginosa PvdQ acylase inhibitors, primary screen, biochemical, fluorescence, plate reader and imaging, single point. PvdQ acylase [Pseudomonas aeruginosa LESB58]. purified PvdQ acylase. inhibition, % at 10 µM. hit rate 0.063% among 340,000. AID 488965, 2010; in the data active means inhibition above about 30%, passing the limit was not always enough;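 further: 0% = vehicle neutral wells and 100% = reference inhibitor wells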
V-ATPase pH – regulators of yeast V-ATPase proton pumping, primary screen, pHLuorin cytosolic pH fluorescence; S. cerevisiae; response, % at 10 µM; hit rate 0.37% among 350,000; in the data active means response mostly above about 7.3%, no sharp cut-off; inactive means mostly below about 5.4%; further: actives read high; inactives centre near 0; some compounds called inactive have numbers as strong as hits; reference of the scale not given here
NSD2 HMT inh – NSD2 histone methyltransferase inhibitors, primary screen, biochemical, AlphaScreen, single concentration, set 2; AID 743445, 2014; NSD2 peptide methylation, 120 min; inhibition, % at 12.5 µM; hit rate 0.54% among 310,000; in the data active means inhibition above about 50%
Wnt act – Wnt/beta-catenin pathway activators, primary screen, cell-based, plate reader, single point. Wnt/beta-catenin reporter cell assay, activator. activation, % at 9.35 µM. hit rate 1.2% among 300,000; in the data active means activation above about 30%, passing the limit was not always enough;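 further: 0% = neutral control wells and 100% = positive control wells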
CDK5 p35 inh – inhibitors of human CDK5/p35 kinase, primary screen, biochemical, single concentration; Cyclin-dependent kinase 5 (Homo sapiens) + Cyclin-dependent kinase 5 activator 1 (Homo …; Recombinant CDK5/p35, ADP-Glo luminescence, 60 min; inhibition, % at 10 µM; hit rate 0.01% among 330,000; AID 488839, 2010;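 active means highest replicate inhibition of at least 50% and at least 75% of replicates reaching 50%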;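 further: plate controls were DMSO neutral control for no effect and GW8510 at 10 µM for full effect; many of its hits are not listed in these tables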
dFosB act – activators of delta FosB homodimer, primary screen, biochemical, fluorescence polarization, TAMRA-CDK5 oligo, single point; hit rate 0.99% among 340,000; activation, % at 25 µM; Protein FosB (Mus musculus), P13346; purified delta FosB; percent of positive-control signal above neutral wells;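 active means mean activation above about 17%, with every replicate also reaching it, limit read from the data, passing the limit was not always enough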;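 further: fluorescence polarization rise as delta FosB binds a TAMRA Cdk5 AP-1 oligo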
Target sequence (P13346 whole entry, looked up): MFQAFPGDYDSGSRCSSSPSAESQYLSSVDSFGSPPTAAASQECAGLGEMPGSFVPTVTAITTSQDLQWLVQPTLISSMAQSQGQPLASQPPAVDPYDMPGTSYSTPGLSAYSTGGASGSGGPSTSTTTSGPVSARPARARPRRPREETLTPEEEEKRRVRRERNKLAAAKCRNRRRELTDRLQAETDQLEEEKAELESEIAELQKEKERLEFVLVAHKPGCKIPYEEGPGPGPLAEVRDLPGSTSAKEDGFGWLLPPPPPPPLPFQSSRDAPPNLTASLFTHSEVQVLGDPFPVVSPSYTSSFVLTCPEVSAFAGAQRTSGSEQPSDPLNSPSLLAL
MITF TRPM1 HTS – activators of MITF-driven TRPM1 promoter reporter, primary screen, cell-based, SK-MEL-5, luciferase, single point; SK-MEL-5 TRPM1-promoter luciferase, 24 h; % of positive control, neutral wells = 0; hit rate 0.75% among 300,000; activation, % at 12.5 µM; AID 588334, 2011;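 active means mean activation of at least 80% with every replicate also reaching 80%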;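 further: 0% = neutral control wells and 100% = parthenolide positive control wells; values of inactives mirror those of a sister screen read the other way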
Starred values were filed as active, the others as inactive; . = not tested or not shown; & = joins results of further samples.

SMILES	SR-BI DiI inh	HTR5A inv ctr	HTR5A ag	PvdQ acylase	V-ATPase pH	NSD2 HMT inh	Wnt act	CDK5 p35 inh	dFosB act	MITF TRPM1 HTS
O=C(O)CCc1ccc(-c2ccccc2)n1-c1ccc(C(=O)O)cc1	-25.8	-4.8	1.2	-14.7	-0.4	2.6	.	0.5	1.0	1.2
C=CCn1c(SCc2nc3ccccc3c(=O)[nH]2)nc2scc(C3CC3)c2c1=O	.	-10.0	0.4	-12.8	-0.2	-1.8	-2.8	-0.1	32.8*	-8.0
CC(=O)c1ccc(NC(=O)c2ccn(C(=O)OCC(C)C)n2)cc1	-29.0	-3.8	1.5	-5.5	2.0	-0.2	53.4*	-0.2	-16.2	17.6
NS(=O)(=O)c1ccc(NC(=O)/C=C/c2ccccc2Cl)cc1	53.7	-8.6	3.1	5.6	-0.7	-0.8	-2.4	2.4	-10.9	14.2
NCCCNc1nc(N)c([N+](=O)[O-])c(NC2CCCCC2)n1	-9.1	-1.4	0.3	-2.2	1.0	11.5	-11.0	-1.2	2.8	-70.3
O=C(Nc1c(C(=O)N2CCOCC2)cnn1-c1ccccc1)c1ccco1	-19.6	-13.7	-4.9	-4.2	-0.2	-2.5	.	-2.7	-6.3	-3.2
COC(=O)C1CC2=C(CCCC2=O)NC1=O (centres undefined)	-16.7	-8.9	2.4	-8.1	-0.6	.	-0.1	2.3	2.6	5.2
NC(=S)NNC(=O)Nc1ccc(Cl)c(Cl)c1	-24.5	-31.1	-6.1	-12.4	0.4	-1.3	-2.7	5.8	1.4	-3.3
COc1cc(OC)nc(NC(C)=O)n1	-17.4	-8.6	-3.2	-1.8	5.0	-1.3	.	1.3	-2.2	15.2
COc1ccc(-c2nnc(SC(C(=O)c3c[nH]c4ccccc34)c3ccccc3)n2N)cc1OC (centres undefined)	62.2	-8.3	0.0	-1.0	-2.9	-1.4	-2.4	-0.3	5.5	-19.8
Cc1cccn2c(=O)c(/C=C(\C#N)S(=O)(=O)c3ccccc3)c(N3CCN(Cc4ccccc4)CC3)nc12	-23.1	8.8	-4.1	-8.4	3.5	-3.2	-0.3	-1.3	-7.2	-4.0
Cc1ccc2c(CC(=O)OCc3cc(=O)n4c(n3)sc3ccccc34)coc2c1	-18.4	3.7	6.1	-17.7	2.4	6.9	-1.8	-0.1	-13.8	.
O=C(NCCC(=O)N1CCN(c2ccccc2O)CC1)c1ccc(Br)cc1	-12.0	-16.7	6.4	8.6	4.3	1.5	-4.7	5.6	-8.3	-10.6
O=C(Nc1cc(S(=O)(=O)N2CCOCC2)ccc1N1CCOCC1)c1ccc(Cl)nc1	.	-1.6	-0.2	7.2	-2.2	-0.4	-1.0	2.1	-5.5	0.1
N#C/C(=C\c1c(N(Cc2ccccc2)Cc2ccccc2)nc2ccccn2c1=O)C(N)=O	9.1	-18.0	6.7	12.9	-1.9	2.6	-4.0	0.7	-13.4	6.0
CCN1C(=O)c2cccc3cccc1c23	-30.6	9.0	-3.9	-16.7	-4.2	-2.3	1.8	-20.0	-3.8	-1.9
Cc1c(OCC(=O)N(C)C)ccc2c(-c3ccccc3)cc(=O)oc12	46.6	0.3	-0.1	1.8	0.1	.	0.7	-0.1	-23.8	0.1
OCC1(CCCc2ccccc2)CCN(Cc2cc(F)ccc2F)CC1	2.7	7.0	-2.9	-5.2	-2.5	-1.1	.	-0.2	-0.6	-10.4
COc1ccc(/C=N/Nc2cc(N3CCCC3)nc(N3CCCC3)n2)cc1	49.2	-2.0	0.8	-9.7	2.7	101.9*	0.2	-1.2	22.6*	6.8
CC(C)(C)NC(=O)Cn1nnnc1-c1nonc1N	-13.4	-3.8	-1.2	-7.2	-2.7	-4.7	.	0.2	3.0	30.5
CCOC(=O)C1CCCN(C(=O)c2ccc(Cl)c(S(=O)(=O)N3CCCCCC3)c2)C1 (centres undefined)	.	-18.6	5.9	4.2	1.6	.	-2.4	0.7	-6.3	-15.3
CCN1CCN(C(=S)c2ccc(OCC(=O)N3CCOCC3)cc2)CC1	-5.7	17.1	-0.2	-9.9	-1.0	10.6	.	-1.1	4.1	9.4
COc1cc(/C=N/NC(=O)Cc2ccc(Br)cc2)cc(OC)c1O	29.4	7.5	-2.7	-12.4	4.2	-4.1	4.2	2.1	1.4	-3.4
CC(C)CNC(=O)CSc1nc2nn(-c3ccccc3)c(=O)c-2c2n1CCCCC2	-5.2	16.3	-1.5	-5.3	7.2	1.4	39.9*	2.2	-5.9	5.9
CSCC[C@H](NC(=O)OC(C)(C)C)C(=O)N1CCC(C(=O)N[C@@H](C)C(=O)NC(C)c2ccccc2)CC1 (some centres undefined)	-5.4	6.1	-2.1	5.6	-4.4	.	-1.4	-0.7	-5.7	10.8
Cn1c(=O)c2c(nc(NCCCO)n2Cc2cccc(C(F)(F)F)c2)n(C)c1=O	23.4	13.0	-5.7	4.2	4.8	-1.1	.	-0.5	-0.1	1.4
CCC1CN(C(=O)N2CCC(C(=O)NCc3ccc(F)cc3)CC2)c2ccccc2O1 (centres undefined)	68.0	-0.6	0.2	-8.0	-0.2	11.3	-2.0	-0.1	-12.1	-13.7
COc1ccccc1OCC(=O)Nc1ccccc1C(=O)Nc1cccc(C(=O)O)c1	-22.2	-5.6	1.5	-3.8	-0.2	-1.1	-1.9	0.5	-6.1	1.0
CCC(=O)Nc1cccc(C(=O)c2ccc(C)c(C)c2)c1	48.5	-13.1	0.9	10.4	1.7	-1.4	0.8	0.2	-16.8	9.9
COc1ccc(OC)c(NC(=O)CSCc2cnn(-c3ccccc3)c2-n2cccc2)c1	22.2	-14.8	6.1	-7.9	-4.1	-5.8	.	-2.4	-2.2	-16.4
CC(C)CCNC(=O)c1nnc(Cc2ccc(Cl)cc2)o1	3.0	-24.9	8.5	-7.7	-0.3	.	-1.5	-2.6	-6.2	.
CC(=O)c1cccc(NS(=O)(=O)c2ccc(-c3cnc(C4CC4)o3)cc2)c1	-21.7	5.6	2.6	-12.7	-3.0	-0.8	-7.9	1.3	-12.2	-34.1
CC(C)OC(=O)c1cc(=O)[nH]c2ccccc12	-10.5	3.9	-0.9	0.6	-0.9	-0.7	.	-0.7	5.5	-1.1
O=C(CSc1nnc(-c2ccc(C(F)(F)F)cn2)s1)c1ccccc1	-8.6	-10.2	8.4	7.3	0.7	-2.7	0.8	2.2	-6.4	-6.6
Cc1cccc(NS(=O)(=O)c2ccc(NS(=O)(=O)c3cccs3)cc2)c1	.	-21.7	7.3	11.2	1.8	-0.7	0.7	1.0	-6.9	.
Nc1nc(-c2ccccc2)nn1C(=O)c1ccco1	-2.0	-16.1	-4.0	-6.6	0.7	8.2	0.1	-0.7	-8.5	-4.3
Cc1ccc(CSc2nnc(-c3ccncc3)o2)c(C)c1	5.7	-3.8	1.4	23.0	1.9	-1.1	-0.4	-0.6	-6.6	4.3
Cc1nc(N)ncc1Sc1ccccc1	10.4	-4.1	2.0	-7.5	-5.7	-0.1	0.9	0.8	3.1	13.2
Cc1ccccc1C(C)NC(=O)COC(=O)Cn1cc(C(F)(F)F)ccc1=O (centres undefined)	16.0	-17.2	7.0	-0.5	-3.6	0.7	2.2	-1.0	-3.6	-2.0
Cc1ccc2nc(NC(=O)COC(=O)c3ccccn3)sc2c1	-3.0	-1.5	-3.4	-11.5	1.1	-3.0	11.6	4.3	0.6	43.6
Cc1ccc(S(=O)(=O)N2CCCC2C(=O)OCc2nc3ccccc3s2)cc1 (centres undefined)	-16.2	20.6	-7.3	-2.1	0.8	-0.2	.	-0.3	7.3	-1.3
COc1ccc(-c2c[n+]3c(n2-c2ccc(C)cc2)CCCCC3)cc1	-21.3	-2.0	6.7	1.9	9.1	0.8	-1.4	-0.5	-6.5	.
Cc1ccccc1NC(=O)Cc1nc(COC(=O)c2ccc(O)cc2O)cs1	14.8	-2.7	6.0	1.0	-6.3	0.6	0.2	-0.2	-7.6	1.2
O=C(c1ccc(Br)s1)N1CCc2ccccc2C1	-26.0	-8.6	2.0	19.2	2.2	4.7	20.9	0.2	-9.7	62.1
CCc1ccc2c(c1)C(=O)C(=O)N2CC(=O)Nc1ccc(NC(=O)c2ccccn2)cc1	27.7	11.4	-4.6	-2.8	-5.1	-2.6	.	-0.7	6.2	-13.1
CCc1ccc2oc(-c3ccc(NC(C)=O)cc3)nc2c1	15.5	-2.6	0.9	-10.7	0.1	-2.4	23.6	-0.4	-10.2	27.7
COc1cc(CCC(=O)Nc2ccc(S(=O)(=O)N3CCCC3)cc2)cc(OC)c1OC	20.9	-3.3	1.4	-10.1	-3.5	-0.5	-2.6	2.1	-12.7	-12.4
Cc1cc(C(=O)CN2C(=O)NC(C)(c3ccccc3)C2=O)c(C)n1CC1CCCO1 (centres undefined)	-7.6	0.5	5.7	-14.6	-0.6	5.6	.	1.6	-11.2	4.8

Limited to NSD2 HMT inh, PvdQ acylase and Wnt act, for some of the entries so far:
Compound	NSD2 HMT inh	PvdQ acylase	Wnt act
Cc1ccc2nc(NC(=O)COC(=O)c3ccccn3)sc2c1	-3.0	-11.5	11.6
Cc1ccc(S(=O)(=O)N2CCCC2C(=O)OCc2nc3ccccc3s2)cc1 (centres undefined)	-0.2	-2.1	.

Next section.
SMILES	SR-BI DiI inh	HTR5A inv ctr	HTR5A ag	PvdQ acylase	V-ATPase pH	NSD2 HMT inh	Wnt act	CDK5 p35 inh	dFosB act	MITF TRPM1 HTS
COc1ccc(C(=O)n2nnc3ccccc32)cc1OC	11.3	26.6	-0.4	-17.8	0.4	-0.9	-1.0	0.4	-6.2	-13.3
CNC(=O)COC(=O)c1ccc(-c2nc3ccccc3s2)s1	-2.8	-9.7	1.4	0.2	2.0	-0.6	26.5	-0.5	-8.7	-5.1
CCCCN(CC)CCNc1c(NC2CCN(C(=O)OCC)CC2)c(=O)c1=O	-5.6	-1.2	0.4	-10.8	-0.1	.	-2.1	1.3	6.8	.
Cc1ccc(NC(=O)CN2CCCN(S(=O)(=O)c3ccc(Br)s3)CC2)cc1	29.6	-13.9	2.9	-5.3	0.2	-0.7	-3.0&-4.2	0.2	-1.6	2.2
COC(=O)c1cccc(NC(=O)CCc2cc(OC)c(OC)c(OC)c2)c1	-7.1	-41.4	3.2	-8.6	-2.7	-1.2	.	0.9	-3.7	-0.8
CC(NC(=O)/C(C#N)=C/c1cn[nH]c1-c1ccccc1)c1ccccc1 (centres undefined)	21.9	-27.6	3.0	-13.6	-2.5	4.5	.	-0.2	-19.2	-8.7
COc1ccc(NC(=S)N(CCCN2CCOCC2)Cc2ccccn2)cc1	-12.7	1.2	-0.4	-4.3	0.2	0.0	-1.6	-1.6	-0.2	-8.1
Cc1ccc(NC(=O)CSc2nnc(CCNC(=O)OC(C)(C)C)o2)c(C)c1	39.1	-6.7	2.8	-14.5	0.5	2.2	-5.3	0.9	-3.1	.
Cc1cccc(N2CCN(C(=O)CN3CCOc4ccccc43)CC2C)c1 (centres undefined)	19.0	2.3	-0.8	0.6	2.0	.	-4.5	0.5	-10.3	.
